OPRM1-OPRD1 ag: agonists of OPRM1-OPRD1 heterodimerization, primary screen, cell-based, luminescence | Mu-type opioid receptor (Homo sapiens) + Delta-type opioid receptor (Homo sapiens), … | cells | activation, % at 9.3 µM | actives 0.3% (n = 340,000) | AID 504326, 2011; in the data active = activation above about 18%;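 also: 0% = vehicle-treated cells and 100% = reference agonist; values of inactives mirror those of a sister screen read the other way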
Target sequence (P35372 whole entry, looked up): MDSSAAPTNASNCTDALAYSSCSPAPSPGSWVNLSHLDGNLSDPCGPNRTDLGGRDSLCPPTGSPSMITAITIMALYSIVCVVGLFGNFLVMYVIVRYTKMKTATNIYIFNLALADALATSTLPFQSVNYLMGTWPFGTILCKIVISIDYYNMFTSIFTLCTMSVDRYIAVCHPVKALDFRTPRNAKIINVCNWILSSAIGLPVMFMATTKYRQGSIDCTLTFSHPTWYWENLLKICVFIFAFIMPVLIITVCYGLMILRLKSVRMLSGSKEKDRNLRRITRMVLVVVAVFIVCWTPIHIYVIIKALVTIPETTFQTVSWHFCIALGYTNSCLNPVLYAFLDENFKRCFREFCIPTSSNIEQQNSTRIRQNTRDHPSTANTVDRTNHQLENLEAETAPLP
Target sequence (P41143 whole entry, looked up): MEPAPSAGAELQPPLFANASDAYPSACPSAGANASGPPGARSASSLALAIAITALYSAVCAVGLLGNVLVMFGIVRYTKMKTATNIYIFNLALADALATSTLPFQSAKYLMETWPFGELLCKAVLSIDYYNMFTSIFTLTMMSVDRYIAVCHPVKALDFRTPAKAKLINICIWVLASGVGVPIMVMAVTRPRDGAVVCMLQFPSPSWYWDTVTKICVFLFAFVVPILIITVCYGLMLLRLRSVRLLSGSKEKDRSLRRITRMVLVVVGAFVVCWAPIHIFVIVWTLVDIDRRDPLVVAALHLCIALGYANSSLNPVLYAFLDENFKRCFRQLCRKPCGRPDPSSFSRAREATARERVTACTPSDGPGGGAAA
V-ATPase pHluor: regulators of yeast V-ATPase proton pumping, primary screen, pHLuorin cytosolic pH fluorescence; S. cerevisiae; actives 0.37% (n = 350,000); response, % at 10 µM; in the data active = response mostly above about 7.3%, no sharp cut-off; inactive = mostly below about 5.4%; also: actives read high; inactives centre near 0; some compounds called inactive have numbers as strong as hits; reference of the scale not given here
Cardiac RTF inh: cardiac RTF calcium sensitivity inhibitors, primary screen, biochemical, IANBD-TnC fluorescence, EC70 calcium | Troponin I, cardiac muscle (Homo sapiens) + Troponin T, cardiac muscle (Homo sapiens) + … | IANBD-labeled cardiac RTF, Ca2+ fluorescence | inhibition, % at 7.15 µM | actives 0.12% (n = 340,000);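 active = inhibition above the mean inhibition of all tested compounds plus 3 SD, cut at about 17% in these data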;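 also: assay run at fixed EC70 calcium of 1.6 mM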
CAL PDZ FP: untagged CAL PDZ binding inhibitors, primary screen, biochemical, fluorescence polarization, HTS; inhibition, % at 24.9 µM; Golgi-associated PDZ and coiled-coil motif-containing protein (Homo sapiens), Q9HD26; AID 602252, 2012; actives 0.92% (n = 300,000); purified CAL PDZ, TMR-peptide fluorescence polarization, 1 h;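 active = mean inhibition of at least 30% with at least half of replicates also reaching 30%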;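 also: 0% = DMSO neutral control and 100% = excess unlabeled competitor peptide PRC23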
HTR5A inv ag: HTR5A inverse agonists in luminescence cell assay, primary screen, counter-screen for OPRM1-OPRD1 heterodimer inverse agonist project, full-deck HTS. 5-hydroxytryptamine receptor 5A (Homo sapiens), P47898. HTR5A cell line, inverse agonism. inhibition, % at 9.3 µM. actives 0.083% (n = 340,000); in the data active = inhibition mostly above about 23%, no sharp cut-off; inactive = mostly below about 18%;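 also: 0% = cells with DMSO and 100% = no-cell wells with DMSO; some compounds called inactive have numbers as strong as hits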
MOR-DOR inv ag: inverse agonists of MOR-DOR heterodimerization, primary screen, cell-based, luminescence; actives 0.21% (n = 340,000); cell-based MOR-DOR heterodimer luminescence, inverse agonism; inhibition, % at 9.3 µM; in the data active = inhibition above about 22%, passing the limit was not always enough;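 also: 0% = cells with DMSO and 100% = wells without cells with DMSO; values of inactives mirror those of a sister screen read the other way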
C-LANA FP: inhibitors of KSHV C-LANA binding to DNA, primary screen, biochemical, fluorescence polarization, FAM-LBS DNA, MBP-C-LANA, single point; Kaposi's sarcoma herpesvirus LANA C-terminal domain (residues 932-1162) DNA binding; inhibition, % at 9 µM; actives 0.078% (n = 340,000);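 active = highest replicate inhibition at or above 60% at 9 µM, even if other replicates fall short; inactive = all replicates below 60% inhibition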;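 also: 0% = neutral control wells and 100% = 4 µM acridine orange control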
Keap1-Nrf2 PPI: Keap1-Nrf2 protein-protein interaction inhibitors, primary screen, biochemical, fluorescence polarization, single point; Keap1 Kelch-Nrf2 peptide fluorescence polarization, 1536-well; actives 0.15% (n = 340,000); AID 504523, 2011; inhibition, % at 9.4 µM; Kelch-like ECH-associated protein 1 (Homo sapiens), Q14145; in the data active = inhibition above about 12%;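 also: human Keap1 Kelch domain with fluorescein labeled Nrf2 9mer peptide probe; 0% = neutral control wells and 100% = peptide positive control; higher means more block of Keap1 binding to Nrf2 peptide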
cardiac RTF act: cardiac RTF calcium sensitivity activators, primary screen, biochemical, IANBD-TnC fluorescence, EC20 calcium; IANBD-labeled TnC RTF fluorescence at EC20 calcium; 0% EC20 calcium, 100% full calcium; activation, % at 7.2 µM; actives 0.24% (n = 340,000); AID 493008, 2010;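 active = activation above the mean over all tested compounds plus 3 SD, cut at about 30% in these data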;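 also: rise in fluorescence read as greater calcium sensitivity of cardiac thin filaments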
HTR5A ag ctr: HTR5A agonists in luminescence cell assay, primary screen, counter-screen for OPRM1-OPRD1 heterodimer agonist project, full-deck HTS; actives 0.61% (n = 340,000); activation, % at 9.3 µM; cell-based; AID 504692, 2011; 5-hydroxytryptamine receptor 5A (Homo sapiens), P47898; in the data active = activation mostly above about 9.5%, no sharp cut-off; inactive = mostly below about 7.6%;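 also: 0% = cells with vehicle only and 100% = reference agonist; strong numbers were not always called active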
* marks the source's active call; other numbers are inactive results; nt = no result given.

molecule	OPRM1-OPRD1 ag	V-ATPase pHluor	Cardiac RTF inh	CAL PDZ FP	HTR5A inv ag	MOR-DOR inv ag	C-LANA FP	Keap1-Nrf2 PPI	cardiac RTF act	HTR5A ag ctr
CCCCNC(=S)N1CCN(c2ccccc2Cl)CC1	-0.9	0	-8	75*	9	5	1.3	-2	0	0
COc1ccc(-c2cn(CCC(=O)O)c(C)n2)cc1	-2.8	-5	-12	-5	15	16	3.2	-6	2	0
Cc1cccc(C(=O)NNC(=O)c2ccccc2)c1	-3.0	1	-1	-4	5	15	2.4	-1	3	-1
CCN(CC)CCNC(=O)Cn1cnc2sc(C)c(S(=O)(=O)N3CCOCC3)c2c1=O	-1.2	-1	-24	-3	5	7	-1.8	0	-2	5
Cc1ccc(-c2nnn(CC(=O)N(c3cccc(F)c3)C(C(=O)NC(C)(C)C)c3ccco3)n2)o1 (configuration not stated)	-0.6	0	7	2	4	3	3.1	-3	4	2
CCS(=O)(=O)N1CCC(C(=O)Nc2ccccc2OC)CC1	-2.2	-1	3	0	-2	11	-0.1	1	-10	0
CCS(=O)(=O)N1CCCC(C(=O)NC2CCCCC2)C1 (configuration not stated)	-4.5	2	1	0	10	22	-1.1	3	3	-4
CCC(C(=O)N1CCN(S(=O)(=O)c2sc(C(=O)O)c(C)c2C(=O)O)CC1)c1ccccc1 (configuration not stated)	1.3	0	0	-3	-16	-5	-0.6	-4	0	7
CC(C)c1ccc(NC(=O)Cn2ncn3c(cc4ccccc43)c2=O)cc1	1.4	0	-3	-5	0	-7	1.8	-2	-2	3
CCCn1c2ccccc2c2cnn(CC(=O)NC3CCC(C)CC3)c(=O)c21 (configuration not stated)	-2.7	3	-9	nt	0	14	-1.6	2	-1	-3
CCC(Sc1nc2sc(C(=O)OC)c(C)c2c(=O)n1N)C(=O)N(CC)CC (configuration not stated)	2.1	4	-7	nt	-25	-9	0.8	-6	1	2
Nc1c(O)cccc1C(=O)O	7.0	-6	5	0	-20	-39	2.9	1	10	4
COc1cc(C(CCN2CCOCC2)c2c(OC)cc(OC)c3c(-c4ccccc4)cc(=O)oc23)cc(OC)c1OC (configuration not stated)	-0.2	-2	-1	-4	17*	1	0.3	-1	-1	-5
N#CCc1c(C#N)c(N)nc(N2CCCC(O)C2)c1C#N (configuration not stated)	3.3	11*	8	-3	-4	-17	-1.6	-12	7	2
Clc1cccc(CNCCCSc2ncccn2)c1	0.0	-8	-5	nt	9	0	-0.2	-4	1	3
O=C(Nc1cc(Cl)ccc1N1CCOCC1)c1cnccn1	-2.9	-4	-3	0	-14	16	-0.8	-1	-12	0
COc1ccc(NC(=O)CSc2ccc(-c3ccco3)nn2)cc1	-2.3	1	3	-6	-8	9	12	4	-1	3
COc1cccc(C(=O)NCCSc2ccc(Br)cc2)c1	-0.9	1	-9	3	-1	5	1.0	1	1	0
CSCC[C@@H](C(=O)NCc1cccs1)N1Cc2ccccc2C1=O	-2.5	0	5	nt	1	14	1.7	2	-1	-5
O=C(NCc1ccc(F)cc1)C1Cc2ccccc2CN1C(=O)c1ccco1 (configuration not stated)	-1.3	0	1	-3	6	7	2.0	-7	1	-3

Taken from the listing, 2 compounds:
molecule	OPRM1-OPRD1 ag	V-ATPase pHluor	Cardiac RTF inh	CAL PDZ FP	HTR5A inv ag	MOR-DOR inv ag	C-LANA FP	Keap1-Nrf2 PPI	cardiac RTF act	HTR5A ag ctr
COc1ccc(-c2cn(CCC(=O)O)c(C)n2)cc1	-2.8	-5	-12	-5	15	16	3.2	-6	2	0
Cc1cccc(C(=O)NNC(=O)c2ccccc2)c1	-3.0	1	-1	-4	5	15	2.4	-1	3	-1

Other results follow.
molecule	OPRM1-OPRD1 ag	V-ATPase pHluor	Cardiac RTF inh	CAL PDZ FP	HTR5A inv ag	MOR-DOR inv ag	C-LANA FP	Keap1-Nrf2 PPI	cardiac RTF act	HTR5A ag ctr
COc1ccc(N(CC(=O)O)S(=O)(=O)c2ccc(OC)c(OC)c2)cc1	-2.1	2	4	-1	-22	13	-0.9	-2	-4	1
COc1ccc(NC(=O)CCCNC(=O)c2ccc(Cl)cc2)cc1S(=O)(=O)N1CCCCC1	-1.7	-2	-3	-9	-1	7	-0.5	-4	0	4
Cc1cc(C)nc(NS(=O)(=O)c2ccc(-n3cccc3)cc2)n1	-1.3	-1	-5	-2	-24	7	0.4	1	2	2
COc1ccccc1[C@@H]1C(c2cccc(Cl)c2)=NN(c2ccccc2)[C@H]1C(=O)N1CCOC1=O	0.3	-1	-5	1	-3	-2	-2.9	5	0	1
Cc1nn(CC(=O)NCc2cccs2)c(=O)c2nn(-c3ccccc3)c(C)c12	-1.2	-2	-7	3	16	6	-1.1	3	3	1
Cc1ccc2c(c1)C(c1ccc(F)cc1)N(C(=O)c1cc3ccccc3oc1=O)CC(=O)N2 (configuration not stated)	-2.5	-5	-13	nt	-12	13	-0.8	2	4	4
COc1ccc(CC(=O)N2CCc3cc(OC)c(OC)cc3C2C)c(OC)c1 (configuration not stated)	-3.3	3	-4	-1	5	15	-1.3	-3	2	-1
COc1ccc(-c2nnc(NC(=O)CS(=O)(=O)c3ccc(Cl)cc3)o2)c(OC)c1	-1.4	4	-4	-5	-3	7	-0.5	-1	4	1
CC(=O)C1=C(Nc2ccc(C)cc2)CC(C)(O)C(C(C)=O)C1c1ccco1 (configuration not stated)	-2.9	-1	-7	-2	-22	15	0.9	1	8	7
NC(=O)c1c(NC(=O)C(=O)N2CCOCC2)sc2c1CCC2	-1.6	-2	-4	-4	0	9	0.1	-5	-4	0
CC(=O)c1cccc(NC(=O)CSc2nnc(-c3ccncc3)o2)c1	-1.9	2	-11	-1	10	8	0.1	2	-3	-3
Cc1ccc(C)c(NC(=O)CCC(=O)NN=C2CCCC2)c1	-0.1	5	-3	-3	9	1	-2.6	-4	0	-3
O=C1CC(=O)N2N=C(c3ccc([N+](=O)[O-])cc3)SC2=N1	4.6	-3	19*	-2	-2	-23	2.1	-5	-1	0
Cc1cc(C)cc(OCC(=O)Nc2ccccc2N2CCCCC2)c1	0.2	-2	-21	-5	-26	-1	0.1	1	-9	-3
CCOC(=O)N1CCN(c2ccc(S(=O)(=O)N(Cc3ccccc3)Cc3ccccc3)cn2)CC1	-1.1	3	6	-3	-7	6	-1.9	1	-3	-5
Cc1c(NC(=S)NC(C)(C)C)c(=O)n(-c2ccccc2)n1C	1.1	3	-8	0	14	-5	-1.0	-1	8	-6
O=C(CSc1nnc(-c2ccncc2)n1Cc1ccco1)Nc1ccccc1F	-3.7	-1	-10	nt	1	19	0.4	-2	3	-1
Cc1ccc(-n2c(SCC(=O)N3CCOCC3)nc(O)cc2=O)cc1	-5.7	0	-2	1	7	19	1.3	-7	1	2
CCOC(=O)c1c[nH]c(=O)c(Br)c1O	-1.8	0	-22	-3	-28	11	0.6	-3	0	10
CC1CC(C)CN(c2oc(-c3ccccc3Cl)nc2C#N)C1 (configuration not stated)	-1.8	-4	-4	1	0	10	1.9	-3	-3	1
COC(=O)Cc1ccc(NC(=O)c2ccccc2Cl)cc1	0.8	-1	-14	0	18	-6	-0.7	-3	2	3
CCCC12CN3CC(C)(CN(C1)C3c1ccco1)C2=O (configuration not stated)	-0.1	-1	-4	-3	-6	0	0.5	4	-1	2
CCCCN(CC)CCCNC(=O)c1ccc(CSc2nc3ccncc3[nH]2)cc1	0.5	-2	2	-1	4	-4	-0.3	0	-2	-1
O=C(NCCN1CCN(C(=O)Nc2ccccc2)CC1)Nc1ccccc1	0.8	-1	-11	-4	-26	-4	-5.0	6	-3	10
O=c1c(=Nc2ccccc2O)c(=O)c2ccccc12	-0.7	-4	-17	-3	-3	4	-0.5	-7	0	1
CC(NC(=O)CC(c1ccccc1)c1cc(Cl)ccc1O)c1ccccc1 (configuration not stated)	2.5	1	-2	-2	-12	-15	1.3	-7	-1	4
O=C(c1ccccc1)C1CCN(C(=O)Nc2ccccc2)CC1	-0.9	-1	-5	-2	9	5	-2.2	-3	2	-3
COc1ccc2sc(C)nc2c1NC(C)=O	-0.6	-1	0	-5	15	3	-0.5	-5	7	-5
O=C1CCc2cc(S(=O)(=O)NCCC(=O)NC3CCCCC3)ccc2N1	-3.8	1	-17	-2	1	19	-1.1	-4	-2	3
COc1cccc(S(=O)(=O)NCC(=O)N2CCCCCC2)c1	-1.3	1	-5	-9	11	6	-3.4	-1	-3	-3
CCCCNC(=O)N(O)C1N(/N=C/c2ccccc2F)C(=S)SC1(C)C (configuration not stated)	-2.0	1	2	-2	7	10	-5.3	-3	-5	-2
C(=C\c1nccc2c1[nH]c1ccccc12)/c1ccccc1	1.1	3	-4	7	-16	-6	0.4	0	6	4
C[C@@H](OC(=O)N1CCCCC1)[C@H]1O[C@]2(C)CCCC[C@H]1O2	-1.1	-1	3	-1	4	6	-2.8	1	12	-2

Screening results as filed in PubChem.

Rows are unselected; 2.8% or so of the library scored in one or more.
